IDH1 R132H inh = inhibitors of human mutant IDH1 R132H. O75874. IDH1-R132H enzyme, NADPH consumption, diaphorase/resazurin fluorescence. Potency, µM (titrated, usually from 76.6 µM), inactives show at the highest dose activity change, negative = inhibition, actives largely listed as inhibitors. hit rate 0.093% among 390,000. AID 602179; further: potency means the concentration at half of the fitted maximal effect; on the % scale 0 is the no-effect control and ±100 the full control effect; nearly all actives have a fitted effect of over 65% in size
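IDH1-R132H (0.5 ug/mL) preincubated 30 min with compound, then NADPH (0.016 mM) and alpha-KG (2 mM) added; 80 min at RT, pH 7.5. Remaining NADPH coupled via diaphorase/resazurin to fluorescence (540/590 nm); concentration-response curves normalized to no-enzyme control.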
RXFP1 ag = agonists of human relaxin receptor RXFP1 | Q9HBX9 | HEK293T-RXFP1 cAMP TR-FRET, 30 min; response scale: percent of porcine relaxin response, buffer zero | hit rate 0.3% among 370,000 | Potency, µM (highest dose often 57.5 µM), for the others: at the top dose activation, actives largely listed as activators | AID 2676; further: potency means the concentration at half of the fitted maximal effect; on the % scale 0 is the no-effect control and ±100 the full control effect; nearly all actives have a fitted effect of over 60% in size; many of its hits are not listed in these tables
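cAMP rise read by TR-FRET after 30 min, 37C compound exposure (up to 58 uM) in RXFP1-transfected HEK293 cells with Ro 20174 present. EC50 from Hill-equation fits, with 29 nM porcine relaxin as 100% and buffer as basal.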
LDHA block = LDHA (human) enzyme inhibition | hit rate 0.15% among 480,000 | purified LDHA, NADH/diaphorase-resazurin fluorescence; hits give low values | activity change, % (values are at about 110 or 230 µM); in the data active means activity change below about -30%; inconclusive means mostly about -25% to -30%;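 further: plate controls were DMSO wells for no effect and wells without enzyme for full effect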
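Human LDH5 (2 nM) was incubated with 0.06 mM NADH and 0.2 mM pyruvate for 5 min at room temperature in Tris pH 7.4. Remaining NADH was coupled through diaphorase/resazurin, and resorufin fluorescence was read at 0 and 20 min.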
GRP78 ERSR act = ER stress response induction in glioma | U87-MG GRP78 promoter luciferase reporter, 16 h | Potency, µM, without a hit: top-dose activation, usual class: activators | hit rate 0.02% among 420,000 | AID 602332; further: potency means the concentration at half of the fitted maximal effect; series mostly up to about 76 µM; % of control where 0% means no effect; nearly all actives have a fitted effect of over 35% in size
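Stably transfected U87-MG glioma cells carrying a GRP78-based luciferase sensor; 16 h compound incubation. Luminescence end-point read 10 min after Bright-Glo addition at room temperature.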
TrxR1 substrate = substrates of rat thioredoxin reductase 1; AID 588456; Potency, µM (titrated, usually from 114 µM), without a hit: top-dose activity change, negative = substrate turnover; purified TrxR1 substrate turnover, NADPH consumption readout; O89049; hit rate 0.01% among 390,000; further: potency means the concentration at half of the fitted maximal effect; on the % scale 0 is the no-effect control and ±100 the full control effect; nearly all actives have a fitted effect of over 50% in size
Target sequence (O89049 whole entry, looked up): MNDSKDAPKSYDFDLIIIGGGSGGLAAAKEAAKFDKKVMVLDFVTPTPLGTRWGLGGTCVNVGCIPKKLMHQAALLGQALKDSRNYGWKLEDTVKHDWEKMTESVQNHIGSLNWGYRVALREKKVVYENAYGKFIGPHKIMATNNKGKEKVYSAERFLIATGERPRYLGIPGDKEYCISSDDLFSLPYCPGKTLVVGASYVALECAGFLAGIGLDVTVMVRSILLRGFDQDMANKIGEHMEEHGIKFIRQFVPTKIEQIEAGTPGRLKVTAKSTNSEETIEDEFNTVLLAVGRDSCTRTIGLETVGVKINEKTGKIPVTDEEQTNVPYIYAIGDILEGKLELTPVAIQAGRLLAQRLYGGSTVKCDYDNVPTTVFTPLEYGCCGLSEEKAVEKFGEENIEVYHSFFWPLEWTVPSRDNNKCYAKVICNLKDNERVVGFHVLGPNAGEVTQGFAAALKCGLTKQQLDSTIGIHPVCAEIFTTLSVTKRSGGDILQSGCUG
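Rat TrxR1, dispensed at 90 nM, was prereduced with 400 uM NADPH (final) for 5 min at ~22 deg C, then incubated with compound 15 min before 400 uM selenite. A first-read NADPH fluorescence drop versus no-compound background flagged substrates.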
USP1 inh = blocks the human USP1/UAF1 deubiquitinase complex; O94782; recombinant USP1/UAF1, Ub-Rhodamine cleavage fluorescence; Potency, µM (top dose mostly 57.1 µM), inactives show at the top dose activity change, negative = inhibition, hits mostly inhibitors; hit rate 0.23% among 390,000; further: potency means the concentration at half of the fitted maximal effect; on the % scale 0 is the no-effect control and ±100 the full control effect; nearly all actives have a fitted effect of over 60% in size; inactives centre near -12
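In this screen, compounds sit with the deubiquitinase complex (1nM) for 15 min at room temperature before Ub-Rho is added at 150nM final. Fluorescence rise is then followed for 6 reads every 60 seconds.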
PI4K2A inh = inhibitors of human PI4K2A. purified PI4K2A, ADP-Glo luminescence, 1 h; hits give low values. hit rate 0.13% among 420,000. activity change, negative = inhibition, % at 76.9 µM. Q9BTU6; in the data active means activity change below about -50%; inconclusive means mostly about -30% to -49%;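 further: -100% = wells without enzyme as full effect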
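ADP-Glo luminescence measured ADP generated by PI4K2A enzyme (4 ug/mL before mixing) with 1.2 mM PI substrate (pre-mix) and 300 microM ATP (pre-mix). Tris pH7.5 buffer with MgCl2, Triton X-100; 1 h reaction at ambient temperature.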
Vif-A3G inh = Vif-A3G binding inhibition | Q9HC16 | HeLa A3G-eYFP + Vif (tagged APOBEC3G with the HIV-1 protein that degrades it), YFP fluorescence, overnight | Potency, µM (doses to about 46.1 µM), inactives show at the top dose activity, negative = active, actives largely listed as inhibitors | hit rate 0.076% among 410,000;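 further: potency means the concentration at half of the fitted maximal effect; on the % scale 0 is the no-effect control and ±100 the full control effect; nearly all actives have a fitted effect of over 60% in size; hits raise eYFP signal because A3G escapes Vif-driven loss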
Target sequence (Q9HC16 whole entry, looked up): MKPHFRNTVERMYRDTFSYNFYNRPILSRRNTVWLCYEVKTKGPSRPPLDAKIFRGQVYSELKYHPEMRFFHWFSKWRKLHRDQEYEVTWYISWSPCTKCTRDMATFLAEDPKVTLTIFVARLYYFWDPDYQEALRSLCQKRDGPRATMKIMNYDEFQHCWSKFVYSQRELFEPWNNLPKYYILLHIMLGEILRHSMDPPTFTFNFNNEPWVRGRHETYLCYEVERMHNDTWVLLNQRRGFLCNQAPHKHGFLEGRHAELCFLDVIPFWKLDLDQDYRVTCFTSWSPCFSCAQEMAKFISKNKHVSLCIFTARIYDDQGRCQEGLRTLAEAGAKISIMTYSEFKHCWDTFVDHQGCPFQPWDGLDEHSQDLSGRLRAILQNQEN
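HeLa cells stably expressing Vif and C-terminally eYFP-tagged A3G, seeded overnight at 37 deg C, then exposed to compound by pintool overnight at 37 deg C. Rise in yellow fluorescence (Ex 488/Em 500-530, Acumen) marks blocked Vif-driven A3G degradation.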
Vif-APOBEC3F blk = blocks the Vif interaction with APOBEC3F | HeLa A3F-eYFP + Vif (tagged APOBEC3F with the HIV-1 protein that degrades it), YFP fluorescence increase | Potency, µM (doses to about 46.1 µM), for the others: at the highest dose activity, negative = active | hit rate 0.2% among 390,000; further: potency means the concentration at half of the fitted maximal effect; % of control where 0% means no effect; nearly all actives have a fitted effect of over 65% in size
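HeLa cells stably expressing A3F-eYFP plus Vif, plated and incubated overnight at 37 deg C, then exposed to compounds overnight at 37 deg C. Blocked degradation read as raised yellow fluorescence (Ex 488/Em 500-530).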
* marks the source's active call; other numbers are inactive results; & = joins results of further samples; [ ] = dose if it differs, or a comment. Unless noted, the call rests on the fitted dose curve; in most records, active means well fitted curve in the direction sought with a large enough effect; inconclusive means small, poorly fitted or top-dose-only effect, or another doubt; inactive means no such curve, though single readings can be large; an effect the other way counts as inactive or inconclusive. A portion of the library. The share of hits here may be higher or lower than overall.

C[C@@H]1CN([C@@H](C)CO)C(=O)c2cc(Br)cnc2O[C@H]1CN(C)C(=O)CCN1CCCCC1 was read as IDH1 R132H inh 4.4%, LDHA block -4.0, GRP78 ERSR act 0.5%, USP1 inh -30.4%, PI4K2A inh -2.1, Vif-A3G inh -4.7% and Vif-APOBEC3F blk -0.8%.
For CC(=O)NCC(=O)NNC1CC(=O)N(c2cccc(Cl)c2)C1=O (configuration not stated) the results were IDH1 R132H inh 1.6%, RXFP1 ag 4.6%, LDHA block -2.9, GRP78 ERSR act -1.8%, TrxR1 substrate -19.9%[57.1 µM], USP1 inh -11.6%, PI4K2A inh -0.7, Vif-A3G inh 3.9% and Vif-APOBEC3F blk 11.6%.
O=C(CN1CCN(S(=O)(=O)c2ccc(F)cc2)CC1)Nc1cc(C(F)(F)F)ccc1Cl was read as IDH1 R132H inh -0.6%, RXFP1 ag 0.7%, LDHA block -2.5, GRP78 ERSR act -1.7%, TrxR1 substrate -9.5%, USP1 inh -16.9%, PI4K2A inh -8.6, Vif-A3G inh 0.5% and Vif-APOBEC3F blk -4.9%.
Screening CC(C)c1nn2c(=O)cc(COC(=O)c3cccc(NC(=O)c4cccs4)c3)nc2s1 returned IDH1 R132H inh 5.2%, RXFP1 ag 7.7%, LDHA block -3.8, GRP78 ERSR act 2.5%, TrxR1 substrate 1.7%[57.1 µM], USP1 inh -20.3%, PI4K2A inh -6.4, Vif-A3G inh -2.6% and Vif-APOBEC3F blk -6.1%.
`COc1ccc(N(CC(=O)Nc2ccccc2C(=O)NCc2ccco2)S(C)(=O)=O)cc1` gave IDH1 R132H inh 5.0%, RXFP1 ag -0.5%, LDHA block 0.5, GRP78 ERSR act -4.3%, TrxR1 substrate 3.3%, USP1 inh -11.6%, PI4K2A inh 2.9, Vif-A3G inh 0.3% and Vif-APOBEC3F blk 6.4%.
For O=C(Nc1ccccc1Cl)N1CCN(c2ccccn2)CC1 the results were IDH1 R132H inh 1.4%, RXFP1 ag 1.9%, LDHA block 0.0, GRP78 ERSR act 1.7%, TrxR1 substrate 18.9%, USP1 inh -13.5%, PI4K2A inh -0.8, Vif-A3G inh -5.1% and Vif-APOBEC3F blk -24.3%.
For Cc1ccc(C)c(N(CC(=O)NC2CCCC2)C(=O)c2oc(C(C)(C)C)cc2C)c1 the results were IDH1 R132H inh 0.0%, RXFP1 ag 0.1%, LDHA block 0.4, GRP78 ERSR act -2.7%, TrxR1 substrate -4.1%, USP1 inh -10.2%, PI4K2A inh -1.4, Vif-A3G inh -1.8% and Vif-APOBEC3F blk 0.0%.
CC1(C)C(C=C(Cl)Cl)C1C(=O)Nc1ccc(S(=O)(=O)Nc2ncccn2)cc1 (configuration not stated) was read as IDH1 R132H inh -2.2%, RXFP1 ag 1.0%, LDHA block -1.4, GRP78 ERSR act 0.0%, TrxR1 substrate 6.9%[0.0914 µM], USP1 inh -22.2%, PI4K2A inh -1.6, Vif-A3G inh -6.8% and Vif-APOBEC3F blk -6.4%.
Screening COc1ccc(C(C(=O)NC2CCCC2)N(Cc2cccs2)C(=O)c2ccn[nH]2)cc1OC (configuration not stated) returned IDH1 R132H inh 3.4%, RXFP1 ag -3.0%, LDHA block 0.2, GRP78 ERSR act -2.2%, TrxR1 substrate -5.4%[57.1 µM], USP1 inh -25.1%, PI4K2A inh 6.0, Vif-A3G inh -2.0% and Vif-APOBEC3F blk -1.6%.
`CCCN1CCN(CCCNC(=O)c2ccc3nc(N4CCCCC4)sc3c2)CC1` gave IDH1 R132H inh -2.1%, RXFP1 ag -2.2%, LDHA block 1.9, GRP78 ERSR act -1.1%, TrxR1 substrate -10.4%, USP1 inh -18.3%, PI4K2A inh 1.4, Vif-A3G inh 1.9% and Vif-APOBEC3F blk -11.3%.
Screening COCCn1cnc2c(c1=O)c1nc3ccccc3nc1n2/N=C/c1cccc(OC)c1 returned IDH1 R132H inh 8.5%, RXFP1 ag 0.9%, LDHA block 1.9, GRP78 ERSR act -0.9%, TrxR1 substrate 3.4%[11.4 µM], USP1 inh -3.9%, PI4K2A inh 8.6, Vif-A3G inh 2.8% and Vif-APOBEC3F blk 10.3%.
`Cc1cc(C)nc(SCC(=O)N/N=C/c2cc(C)n(-c3ccccc3C)c2C)n1` gave IDH1 R132H inh -16.2%, RXFP1 ag -2.2%, LDHA block 1.7, GRP78 ERSR act -4.3%, TrxR1 substrate -16.2%, USP1 inh -3.6%, PI4K2A inh 4.4, Vif-A3G inh -7.0% and Vif-APOBEC3F blk -2.9%.
Screening Cc1ccc(-c2cc(C(F)(F)F)n3nc(C(=O)N4CCN5CCCC5C4)cc3n2)cc1 (configuration not stated) returned IDH1 R132H inh -6.2%, RXFP1 ag 0.5%, LDHA block -15.0, GRP78 ERSR act -0.9%, TrxR1 substrate 3.9%, USP1 inh 1.6%, PI4K2A inh -1.7, Vif-A3G inh 0.4% and Vif-APOBEC3F blk -12.9%.
Screening COc1ccc2c(c1)cc1c(=O)n(CC(=O)NCCCOC(C)C)nc(C)n12 returned IDH1 R132H inh 0.0%&12.8%, RXFP1 ag 3.2%&-0.4%, LDHA block 2.9&-0.3, GRP78 ERSR act -3.2%&-6.7%, TrxR1 substrate 22.0%&13.8%, USP1 inh inconclusive, PI4K2A inh -1.2&1.0, Vif-A3G inh -4.7%&2.1% and Vif-APOBEC3F blk -2.0%&-3.8%.
CCn1cc([N+](=O)[O-])c(C(=O)N2N=C(c3cccc4ccccc34)CC2c2ccccc2O)n1 (configuration not stated) was read as IDH1 R132H inh -4.3%, RXFP1 ag 0.5%, LDHA block -3.8, GRP78 ERSR act -5.8%, TrxR1 substrate -1.6%, USP1 inh -1.0%, PI4K2A inh -5.2, Vif-A3G inh 2.2% and Vif-APOBEC3F blk 1.1%.
For O=C(NC1CCCCC1)c1ccc2c(c1)N(Cc1cccc(Cl)c1)C(=O)c1ccccc1S2=O (configuration not stated) the results were IDH1 R132H inh 0.0%, RXFP1 ag 1.2%, LDHA block -3.5, GRP78 ERSR act -3.7%, TrxR1 substrate 1.1%[57.1 µM], USP1 inh inconclusive, PI4K2A inh -0.5, Vif-A3G inh -12.4% and Vif-APOBEC3F blk -4.5%.
O=S(=O)(Nc1nc2c(s1)CCCC2)c1ccc2ccccc2c1 was read as IDH1 R132H inh 4.3%, RXFP1 ag -4.2%, LDHA block -4.4, GRP78 ERSR act -4.6%, TrxR1 substrate 1.2%, USP1 inh -19.7%, PI4K2A inh -10.2, Vif-A3G inh -3.1% and Vif-APOBEC3F blk 2.0%.
Screening Cc1ccccc1CN1C(=O)c2ccccc2Sc2ccc(C(=O)N3CCCC3)cc21 returned IDH1 R132H inh -11.5%, RXFP1 ag -1.3%, LDHA block -4.0, GRP78 ERSR act -5.1%, TrxR1 substrate -2.4%[57.1 µM], USP1 inh -24.9%, PI4K2A inh 3.0, Vif-A3G inh -2.2% and Vif-APOBEC3F blk -2.3%.
For CCc1n[n+](CC(=O)c2ccccc2)c(N)s1 the results were IDH1 R132H inh 5.8%, RXFP1 ag 2.7%, LDHA block -1.6, GRP78 ERSR act -14.9%, TrxR1 substrate 10.0%[57.1 µM], USP1 inh -28.2%, PI4K2A inh inconclusive, Vif-A3G inh -0.6% and Vif-APOBEC3F blk -0.3%.
`Cc1csc(NC(=O)[C@@H]2CCCN2C(=O)c2cccs2)n1` gave IDH1 R132H inh 10.4%, RXFP1 ag -1.0%, LDHA block -14.0, GRP78 ERSR act -2.1%, TrxR1 substrate 3.0%, USP1 inh -4.4%, PI4K2A inh -7.6, Vif-A3G inh 0.2% and Vif-APOBEC3F blk 1.2%.
CC(C)Cc1nnc(NC(=O)CCC(=O)N2CCN(c3ccc(Cl)cc3)CC2)s1 was read as IDH1 R132H inh -4.5%, RXFP1 ag -0.5%, LDHA block 0.4, GRP78 ERSR act -4.5%, TrxR1 substrate -7.3%, USP1 inh -18.8%, PI4K2A inh -0.7, Vif-A3G inh 4.5% and Vif-APOBEC3F blk -4.8%.
`CN(C)CCN1CCN(C2CN(C3CCCCC3)S(=O)(=O)C2)CC1` (configuration not stated) gave LDHA block -4.2, GRP78 ERSR act -2.6%, PI4K2A inh 2.2 and Vif-A3G inh -2.2%.
For Cc1ccc(CC(=O)Nc2cccc(C#N)c2)cc1 the results were IDH1 R132H inh 4.8%, RXFP1 ag 5.7%, LDHA block -4.7, GRP78 ERSR act 4.6%, TrxR1 substrate -4.1%, USP1 inh -1.7%, PI4K2A inh -0.5, Vif-A3G inh 0.5% and Vif-APOBEC3F blk -5.2%.
Screening CCc1ccc(CNC(=O)c2cc3c(C)nc4ccccc4c3o2)cc1 returned IDH1 R132H inh -0.4%, RXFP1 ag -0.2%, LDHA block 3.2, GRP78 ERSR act -1.6%, TrxR1 substrate -2.8%[57.1 µM], USP1 inh -19.0%, PI4K2A inh -4.6, Vif-A3G inh -0.3% and Vif-APOBEC3F blk 8.6%.

Compound activity from PubChem.
